Compound activity: PubChem, National Center for Advancing Translational Sciences (NCATS)
SNCA viab count – GF-AFC viability counterscreen for inhibitors of alpha-synuclein gene (SNCA) expression | Potency, µM (titrated, usually from 57.1 µM), for the others: at the highest dose activity change, negative = cytotoxicity, usual class: cytotoxic | HEK-293-SNCA-luc viability, GF-AFC fluorescence, 24 h | hit rate 0.12% among 150,000;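 further: potency means the concentration at half of the fitted maximal effect; 0% = DMSO-treated cells and -100% = medium-only wells without cells; nearly all actives have a fitted effect of over 30% in size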
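Cytotoxicity counterscreen: after 24 h compound treatment of genome-edited SNCA-luciferase HEK-293 cells, live-cell protease substrate GF-AFC read by fluorescence after 30 min; activity scaled between DMSO (0%) and medium-only (-100%), curves Hill-fitted.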
HEK cytotox – Cytotoxic Profiling in HEK 293 Cell Line of Diverse Libraries Using Quantitative High-Throughput Screening | HEK 293 viability, ATP luminescence (CellTiter-Glo), 48-72 h | AID 1345083, 2018 | Potency, µM (highest dose often 115 µM), inactives show at the highest dose activity change, negative = cytotoxicity, actives largely listed as inhibitors | hit rate 6.6% among 94,000; further: potency means the concentration at half of the fitted maximal effect; nearly all actives have a fitted effect of over 60% in size
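Cytotoxicity was scored by loss of ATP-coupled luminescence (CellTiter-Glo) in HEK 293 cells. Compound treatment ran 48 or 72 hr at 37 degree Celsius, 5% CO2, 95% humidity.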
FLuc inh – Firefly luciferase inhibition profiling of diverse chemical library using quantitative high-throughput screening; hit rate 2.5% among 76,000; Potency, µM (series often up to 115 µM), without a hit: top-dose activity change, negative = inhibition, actives largely listed as inhibitors; purified P. pyralis luciferase, luminescence, biochemical; Luciferin 4-monooxygenase (Photinus pyralis), P08659; AID 1347043, 2019; further: potency means the concentration at half of the fitted maximal effect; nearly all actives have a fitted effect of over 65% in size
Target sequence (P08659 whole entry, looked up): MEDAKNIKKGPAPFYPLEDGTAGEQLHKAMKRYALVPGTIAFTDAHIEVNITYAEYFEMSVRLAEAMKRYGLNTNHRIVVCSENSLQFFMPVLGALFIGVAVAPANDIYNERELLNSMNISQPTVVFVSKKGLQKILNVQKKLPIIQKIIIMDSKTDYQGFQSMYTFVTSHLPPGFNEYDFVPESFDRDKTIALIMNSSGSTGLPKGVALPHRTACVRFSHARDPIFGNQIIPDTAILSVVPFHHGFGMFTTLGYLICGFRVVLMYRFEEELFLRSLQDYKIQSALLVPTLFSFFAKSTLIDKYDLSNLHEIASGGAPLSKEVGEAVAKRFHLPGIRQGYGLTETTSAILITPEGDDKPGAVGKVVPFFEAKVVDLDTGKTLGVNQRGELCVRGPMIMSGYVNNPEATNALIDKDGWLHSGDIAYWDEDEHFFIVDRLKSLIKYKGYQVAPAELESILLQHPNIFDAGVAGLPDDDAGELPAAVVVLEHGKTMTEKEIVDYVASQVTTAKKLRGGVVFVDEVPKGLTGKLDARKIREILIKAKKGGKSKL
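Cell-free enzyme assay, 10nM P. pyralis luciferase, luciferin and ATP each at 10uM. Inhibition profiled over a 6-point titration, read as luminescence.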
SNCA expr inhib – Primary qHTS assay for inhibitors of alpha-synuclein gene (SNCA) expression. HEK-293 SNCA-luciferase knock-in, luminescence, 24 h. Potency, µM (top dose mostly 57.2 µM), for the others: at the top dose activity change, negative = inhibition, actives largely listed as inhibitors. hit rate 0.17% among 140,000. AID 1671194, 2021;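 further: potency means the concentration at half of the fitted maximal effect; plate controls were DMSO cells for no effect and cell-free wells for full effect; nearly all actives have a fitted effect of over 45% in size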
3T3 cytotox – Cytotoxic Profiling in NIH 3T3 Cell Line of Diverse Libraries Using Quantitative High-Throughput Screening | hit rate 4.3% among 94,000 | NIH 3T3 viability, CellTiter-Glo ATP luminescence, 48-72 h | Potency, µM (top dose mostly 96.7 µM), inactives show at the highest dose activity change, negative = cytotoxicity, usual class: inhibitors; further: potency means the concentration at half of the fitted maximal effect; nearly all actives have a fitted effect of over 55% in size
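Viability of NIH 3T3 cells after 48 or 72 hr compound treatment at 37 °C was assessed by CellTiter-Glo, with luminescence imaged following a 10 min room-temperature step.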
GPT2 inh – Primary qHTS assay for inhibitors of Glutamate pyruvate transaminase 2 (GPT2). Alanine aminotransferase 2 (Homo sapiens), Q8TD30. Recombinant GPT2, coupled pyruvate oxidase/HRP Amplex Red fluorescence. Potency, µM (top dose mostly 57.7 µM), for inactives: top-dose activity change, negative = inhibition, most hits filed as inhibitors. hit rate 0.25% among 100,000. AID 1671188, 2021; further: potency means the concentration at half of the fitted maximal effect; nearly all actives have a fitted effect of over 60% in size; many of its hits are not listed in these tables
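Recombinant GPT2 (10ng/uL) with 250uM a-KG and 2mM L-alanine, 30 min at room temperature, in HEPES pH 7.5 buffer. Pyruvate detected by pyruvate oxidase/HRP/Amplex Red fluorescence after 30 min in the dark; AOA (50uM) as positive control.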
IP6K1 inhibitor – Primary qHTS assay for small molecule inhibitors of Inositol hexaphosphate kinase 1 (IP6K1). IP6K1 kinase, ADP-Glo luminescence, 2 h; active compounds read low. activity change, % (series mostly up to about 58 µM). hit rate 0.81% among 140,000; in the data active means activity change below about -25%
Target sequence (Q92551 whole entry, looked up): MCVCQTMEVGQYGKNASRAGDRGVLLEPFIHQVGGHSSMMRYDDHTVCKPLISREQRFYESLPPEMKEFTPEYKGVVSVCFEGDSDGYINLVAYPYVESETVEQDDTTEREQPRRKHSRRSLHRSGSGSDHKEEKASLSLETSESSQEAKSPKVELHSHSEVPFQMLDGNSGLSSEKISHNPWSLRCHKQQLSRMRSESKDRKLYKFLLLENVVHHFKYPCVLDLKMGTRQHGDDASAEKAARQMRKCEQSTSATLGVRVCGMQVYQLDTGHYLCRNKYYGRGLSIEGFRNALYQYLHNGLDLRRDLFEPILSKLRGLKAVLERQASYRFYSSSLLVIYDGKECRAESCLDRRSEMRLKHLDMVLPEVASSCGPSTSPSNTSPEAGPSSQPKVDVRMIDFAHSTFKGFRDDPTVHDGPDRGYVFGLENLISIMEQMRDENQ
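ADP-Glo luminescence measures ADP made by human IP6K1 during a 2 h RT reaction with ATP/IP6 (mix at 1.3 mM/130 uM); top library doses 57.5 and 19.1 uM final.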
Numbers without * were called inactive; i = inactive; ? = inconclusive; . = no result given; [ ] = remark or other dose. Unless noted, the call rests on the fitted dose curve; in most records, active means well fitted curve in the direction sought with a large enough effect; inconclusive means small, poorly fitted or top-dose-only effect, or another doubt; inactive means no such curve, though single readings can be large; an effect the other way counts as inactive or inconclusive. Unless noted, on the % scale 0 is the no-effect control and ±100 the full control effect.

SMILES	SNCA viab count	HEK cytotox	FLuc inh	SNCA expr inhib	3T3 cytotox	GPT2 inh	IP6K1 inhibitor
COc1cc([C@H]2OC[C@](O)(Cc3ccc(O[C@@H]4O[C@H](CO)[C@@H](O)[C@H](O)[C@H]4O)c(OC)c3)[C@@H]2CO)ccc1O	9%[23.9 µM]	.	.	.	.	i	16
CCCN(Cc1ccc(F)cc1)C(=O)c1cnc(-c2ccc(C)cc2)[nH]c1=O	2%	-1%	0%	20%	-16%	2%	8
COc1ccc([C@@H](NC(=O)c2ccc3nccn3c2)C2CC(O)C2)cn1 (stereo not given in full)	6%	4%	-1%	-4%	i	-17%	16
Cc1ccc(N2CCC(NC(=O)c3ccc(C#N)cc3)C2=O)cc1C (stereo not given)	15%	-6%	8%	1%	i	1%	6
O=C(CS(=O)(=O)c1cccc2nsnc12)NCc1ccc(Cl)cc1	7%	.	.	?	.	.	3
Cc1cccc(CNC(=O)C(C)C2CCOCC2)c1 (stereo not given)	-2%[12.5 µM]	-2%	2%	8%	4%	i	33
COc1cccc2c1Oc1ncccc1N(C(=O)CCC(=O)NC(C)C)C2	2%	.	.	8%	.	.	-9
O=C(CSc1nccn1Cc1ccco1)Nc1cc(C(F)(F)F)ccc1Cl	9%	.	.	?	.	.	-9
Cn1ccnc1CN1C(=O)CO[C@H]2CN(C(=O)c3ccccn3)C[C@H]21	4%[87.6 µM]	-5%[172 µM]	2%[172 µM]	-17%[87.6 µM]	?	-2%[88.5 µM]	22
COc1c2cc(c(O[C@@H]3O[C@H](CO)[C@@H](O)[C@H](O)[C@H]3O)c1OC)CCCCC(O)CCc1ccc(O)c-2c1 (stereo not given in full)	-5%[23.9 µM]	.	.	.	.	i	-3
CC(=O)Nc1cc(-c2nc3cc(Cl)ccc3o2)ccc1C	15%	.	.	120%[activator]	.	.	-6
COc1ccc(N(Cc2cccs2)C(=O)c2ccccc2C)cc1	-8%	.	.	?	.	.	8
CC(CNC(=O)c1ccc(Nc2nc3ccccc3n3nnnc23)cc1)c1ccccc1 (stereo not given)	6%	.	.	28%	.	.	5
CNC(=O)c1cc(C)nc2onc(C3CCCN(C(=O)NC(C)C)C3)c12 (stereo not given)	.	i	.	.	-9%	.	-4
CC(=O)c1cc(CN2CCCCC(N)C2)cs1 (stereo not given)	-19%	i	-2%	12%	-2%	-16%	-12
CCc1ccccc1NC(=O)c1cnn(-c2ccc(F)cc2)c1C1CCNCC1	4%	.	.	20%	.	.	-3
COc1ccc(OC)c(-c2cc(C(=O)NCCc3ccccc3)c3c(-c4ccc(C)cc4)[nH]nc3n2)c1	0%	.	.	-16%	.	.	-8
O=S(=O)(Cc1ccccc1)N1CCC(Oc2ccc(-c3noc(C4CC4)n3)cc2)C1 (stereo not given)	?	40µM*	-31%	0%	?	i	5
COC(=O)C1=C(C)N=C2SC=C(CC(=O)Nc3cc(C)cc(C)c3)N2C1c1ccccc1OC (stereo not given)	18%	?	-13%	11%	?	?	7
COc1ccc(C2Cn3cnc(C(=O)N4CCC(C(=O)Nc5ccccc5)CC4)c3CO2)cc1 (stereo not given)	-13%	2%	?	25%	0%	i	6
O=C(Nc1ccc(F)cc1)c1ccc2nnc(-c3ccc(Cl)cc3)n2c1	2%	?	.	11%	?	-2%	11
CCO[C@H](Cc1ccc(OCCc2ccc(OS(C)(=O)=O)cc2)cc1)C(=O)O	-17%[23.9 µM]	.	.	17%[25.6 µM]	.	i	-7
O=C(NCCc1noc(-c2cccnc2)n1)NCc1ccccc1	-13%[12.5 µM]	6%	-5%	-11%	-12%	i	3
O=C(C1CC(=O)N(c2n[nH]c3cc(Br)ccc23)C1)N1CCSCC1 (stereo not given)	1%	2%	10%	8%	?	i	-16
CSCCC(=O)N1CCCC1C(=O)Nc1ccccc1Oc1cccnc1 (stereo not given)	5%	-7%	-1%	-9%	-15%	0%	7
C[C@@]1(O)CCN(Cc2cnc(NCC(=O)O)nc2)C[C@@H]1O	8%	1%	11%	?	-6%	i	0
CCc1ccc(-c2nn(CC(=O)NCc3ccccc3)c3c2cnc2ccc(C)cc23)cc1	-11%	.	.	13%	.	.	27
Cn1c(=O)c2c(ncn2CC(=O)O)n(C)c1=O	13%[23.9 µM]	.	.	-21%[25.6 µM]	.	-4%	6
O=C(COc1ccccc1)N1CCN2C(=O)N(Cc3ccccc3)C(=O)[C@H]2C1	5%[87.6 µM]	-17%[172 µM]	-15%[172 µM]	?	-18%[138 µM]	1%[88.5 µM]	3
Cc1ccc(C2Cn3nnc(C(=O)N4CCC(C(=O)NC(C)c5ccc(F)cc5)CC4)c3CO2)cc1 (stereo not given)	6%	?	35µM*	127%[activator]	?	i	-15

Part of the list above with just FLuc inh and IP6K1 inhibitor.
| structure | FLuc inh | IP6K1 inhibitor |
| --- | --- | --- |
| COc1ccc(C2Cn3cnc(C(=O)N4CCC(C(=O)Nc5ccccc5)CC4)c3CO2)cc1 (stereo not given) | ? | 6 |
| Cn1ccnc1CN1C(=O)CO[C@H]2CN(C(=O)c3ccccn3)C[C@H]21 | 2%[172 µM] | 22 |
| Cn1c(=O)c2c(ncn2CC(=O)O)n(C)c1=O | . | 6 |
| O=C(COc1ccccc1)N1CCN2C(=O)N(Cc3ccccc3)C(=O)[C@H]2C1 | -15%[172 µM] | 3 |
| O=C(C1CC(=O)N(c2n[nH]c3cc(Br)ccc23)C1)N1CCSCC1 (stereo not given) | 10% | -16 |

(listing goes on)
SMILES	SNCA viab count	HEK cytotox	FLuc inh	SNCA expr inhib	3T3 cytotox	GPT2 inh	IP6K1 inhibitor
CCc1nnc([C@@H]2CC(F)(F)CN2C(=O)CCn2cc(C)cn2)o1	7%	3%	1%	23%	-6%	i	27
O=C(NC[C@H]1O[C@@H]2C[C@@H](CC(=O)N3CCC(F)(F)C3)O[C@@H]2[C@@H]1O)Nc1cccc(Cl)c1	5%	-15%	-8%	-16%	-13%	i	1
Cc1noc(-c2cccs2)c1C(=O)NC1CCc2ccccc21 (stereo not given)	-1%	?	-8%	3%	?	i	-13
CNC(=O)C1(N2CCC[C@H]2C(=O)N2CCC(C)CC2)CCCCC1	?	-11%[172 µM]	-18%[172 µM]	-24%[87.6 µM]	-11%[138 µM]	-5%[88.5 µM]	11
COc1ccc(C(=O)N2C[C@@H](F)[C@@H](OCc3nc4ccc(F)cc4[nH]3)C2)cc1	1%[87.6 µM]	?	40µM*	88%[activator][87.6 µM]	-21%[138 µM]	0%[88.5 µM]	0
Cc1nc([C@H]2CCN(Cc3ccoc3)C[C@H]2NC(=O)C2CC2)n[nH]1	-3%[12.5 µM]	-3%	1%	34%[activator]	4%	-1%	8
COCCNC(=O)CCCN1C(=O)CCn2nc(-c3cccn3C)cc21	2%	.	.	34%[activator]	.	.	0
Cc1ccccc1OCC1CN(Cc2c[nH]c3ccccc23)C(=O)c2c(ccnc2-c2ccc(OCC(=O)O)cc2)O1 (stereo not given)	-5%	i	?	-5%	?	-20%	11
CCOC(=O)C1=C(C)N=C2SC=C(CC(=O)NCCOC)N2C1c1cccc([N+](=O)[O-])c1 (stereo not given)	-20%	-20%	-1%	-21%	-18%	i	34
CC(=O)Nc1cccc(C(=O)N2CCCC(n3cc(-c4nc(C5CC5)no4)nn3)C2)c1 (stereo not given)	-2%	9%	10%	-4%	i	-24%	0

Of the compounds above, these contain a thiophene ring, fused or not.
SMILES	SNCA viab count	HEK cytotox	FLuc inh	SNCA expr inhib	3T3 cytotox	GPT2 inh	IP6K1 inhibitor
COc1ccc(N(Cc2cccs2)C(=O)c2ccccc2C)cc1	-8%	.	.	?	.	.	8
CC(=O)c1cc(CN2CCCCC(N)C2)cs1 (stereo not given)	-19%	i	-2%	12%	-2%	-16%	-12
Cc1noc(-c2cccs2)c1C(=O)NC1CCc2ccccc21 (stereo not given)	-1%	?	-8%	3%	?	i	-13

(listing goes on)
SMILES	SNCA viab count	HEK cytotox	FLuc inh	SNCA expr inhib	3T3 cytotox	GPT2 inh	IP6K1 inhibitor
Cc1noc(C)c1[S+](=O)([O-])N1CCCN(c2ccc3nnc(C)n3n2)CC1	.	-2%	.	.	-15%	.	-5
CC(C)C(=O)N1CCc2c(n(Cc3ccccc3)n(-c3ccccc3)c2=O)C1	-16%[87.6 µM]	4%[172 µM]	1%[172 µM]	15%[87.6 µM]	22µM*	-12%[88.5 µM]	7
COc1ccccc1N1CCN(c2csc3ccccc3c2=O)CC1	-16%	.	.	85%[activator]	.	.	-4
CO[C@@H]1COCC[C@H]1NC1CCN(c2ncc3ccc(F)cc3n2)CC1	-9%	-2%	-6%	28%	-4%	-32%	6
COc1cccc([C@@H]2CN(C(=O)CCCC(=O)O)C[C@H]2C(=O)O)c1	2%	-11%	-2%	-6%	-6%	i	22
COC(=O)c1ccc2c(c1)N(Cc1cc(C)ccc1C)C(=O)c1ccccc1S2(=O)=O	-9%	.	.	?	.	.	0
Cc1ccc2c(c1)N1C(=O)OC[C@@H]1CCN(C(=O)c1ccc(C#N)cc1)C2	-15%[87.6 µM]	2%[172 µM]	-1%[172 µM]	28%[87.6 µM]	2%[174 µM]	i	-10
COc1ccc(NC(=O)O[C@@H]2CO[C@H]3[C@@H]2OC[C@@H]3NC(=O)Nc2ccc(C(C)=O)cc2)cc1	-3%	-10%	-9%	21%	-4%	3%	3

2 entries from above, with two lines to a compound:
Each structure is followed by: SNCA viab count, HEK cytotox, FLuc inh, SNCA expr inhib, 3T3 cytotox, GPT2 inh, IP6K1 inhibitor
- COc1ccccc1N1CCN(c2csc3ccccc3c2=O)CC1
  -16%, ., ., 85%[activator], ., ., -4
- CO[C@@H]1COCC[C@H]1NC1CCN(c2ncc3ccc(F)cc3n2)CC1
  -9%, -2%, -6%, 28%, -4%, -32%, 6

These rows are one share of the data, so the mix of outcomes need not match the whole.
